AddAB inh = less growth of phage-infected E. coli with AddAB; inhibition, % at 11.9 µM; 0.29% of 330,000 active; E. coli expressing H. pylori AddAB, absorbance growth; AID 435030; in the data active means inhibition above about 12%;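 further: 0% = vehicle wells of infected cells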
PKA-R1A activ = PKA-R1A complex activation; activation, % at 11.4 µM; 0.083% of 340,000 active; P00514+P68181; PKA-R1A dissociation, Cy5-IP20 fluorescence polarization; scaled: DMSO 0%, 113 µM cGMP 100%; AID 504707;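 active means percent activation above the mean of all tested compounds plus 3 SD, cut at about 19% in these data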;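 further: higher means more PKAc released from R1A so a rise in polarization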
SUMO Mot1 rescue = inhibitors of SUMOylation pathway: yeast Mot1-301 growth rescue; S. cerevisiae Mot1-301 growth rescue, ATP luminescence, 38.5C; percent above DMSO median, 100 means doubled; growth rescue, % at 18.8 µM; 1% of 320,000 active; AID 2716;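 active means every valid replicate shows activation above 250% relative to neutral control wells; inactive means the rest, any valid replicate at or below 250%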;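 further: OY570 slx delta 5 strain wells were the positive control but not used for scaling; some compounds called inactive have numbers as strong as hits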
PfHsp90 yeast 2 = inhibits growth of yeast expressing Plasmodium falciparum Hsp90; 0.32% of 310,000 active; AID 504621; S. cerevisiae expressing PfHsp90, BacTiter-Glo ATP, 48 h; yeast lacking PDR1 and PDR3 efflux regulators; inhibition, % at 9.4 µM;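 active means every replicate shows inhibition above about 80%, whatever the replicate mean, limit read from the data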;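 further: 0% = DMSO neutral controls and 100% = 20 µM radicicol positive controls; yeast relying on Plasmodium falciparum Hsp90 in place of its own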
OPRM1-OPRD1 ag = OPRM1-OPRD1 heterodimerization agonism. P35372+P41143. cells, luminescence. activation, % at 9.3 µM. 0.3% of 340,000 active; in the data active means activation above about 18%;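 further: 0% = vehicle-treated cells and 100% = reference agonist; values of inactives mirror those of a sister screen read the other way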
Target sequence (P35372 whole entry, looked up): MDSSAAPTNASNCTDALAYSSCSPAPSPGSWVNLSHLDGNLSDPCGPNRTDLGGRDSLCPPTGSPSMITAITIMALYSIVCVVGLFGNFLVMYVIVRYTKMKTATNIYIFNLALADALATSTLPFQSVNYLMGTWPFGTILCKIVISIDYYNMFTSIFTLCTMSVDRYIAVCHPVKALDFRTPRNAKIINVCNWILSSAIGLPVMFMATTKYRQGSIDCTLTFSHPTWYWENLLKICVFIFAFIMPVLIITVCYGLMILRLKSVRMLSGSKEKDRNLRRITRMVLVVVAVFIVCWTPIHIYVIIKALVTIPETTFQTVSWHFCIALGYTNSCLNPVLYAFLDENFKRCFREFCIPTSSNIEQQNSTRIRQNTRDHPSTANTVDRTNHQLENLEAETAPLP
Target sequence (P41143 whole entry, looked up): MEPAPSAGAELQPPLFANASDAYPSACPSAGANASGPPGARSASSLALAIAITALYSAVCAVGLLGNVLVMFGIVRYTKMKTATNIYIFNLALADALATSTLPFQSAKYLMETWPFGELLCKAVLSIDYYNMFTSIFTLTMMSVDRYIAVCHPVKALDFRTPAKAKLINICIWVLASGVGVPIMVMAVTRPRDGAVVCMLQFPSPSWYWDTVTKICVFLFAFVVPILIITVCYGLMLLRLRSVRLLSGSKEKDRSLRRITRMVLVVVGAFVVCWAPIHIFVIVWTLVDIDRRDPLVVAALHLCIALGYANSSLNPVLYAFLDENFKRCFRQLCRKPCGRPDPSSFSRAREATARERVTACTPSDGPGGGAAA
MOR-DOR inv ag = inverse agonist of human OPRM1-OPRD1 heterodimerization; P35372+P41143; cell-based MOR-DOR heterodimer luminescence, inverse agonism; inhibition, % at 9.3 µM; 0.21% of 340,000 active; AID 504357; in the data active means inhibition above about 22%, passing the limit was not always enough;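 further: 0% = cells with DMSO and 100% = wells without cells with DMSO; values of inactives mirror those of a sister screen read the other way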
HTR5A inv ctr = inverse agonist of human HTR5A in OPRM1-OPRD1 counter-screen; HTR5A cell line, luminescence, inverse agonism; inhibition, % at 9.3 µM; 0.083% of 340,000 active; in the data active means inhibition mostly above about 23%, no sharp cut-off; inactive means mostly below about 18%;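 further: 0% = cells with DMSO and 100% = no-cell wells with DMSO; some compounds called inactive have numbers as strong as hits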
phage Ecoli inh = E. coli growth loss with phage present; growth absorbance; inhibition, % at 11.9 µM; 0.26% of 360,000 active; AID 651602; in the data active means inhibition above about 11%
PKA-R2B activ = PKA-R2B complex activation. P22694+P31323. PKA-R2B holoenzyme dissociation, Cy5-IP20 fluorescence polarization; R2B truncated from residue 108, S112A mutant; 0% DMSO only, 100% 113 µM cGMP. activation, % at 11.4 µM. 0.079% of 340,000 active. AID 504700;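 active means activation above a cutoff set at the mean over all compounds plus 3 SD, cut at about 18% in these data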;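 further: higher means more holoenzyme dissociation and a rise in polarization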
Ecoli viability = reduces bacterial viability in AddAB counter-screen. E. coli V3065 growth, OD600 absorbance, 18 h. inhibition, % at 11.9 µM. 0.27% of 330,000 active;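 active means inhibition above the campaign's mean inhibition across all tested compounds plus 3 SD, cut at about 9.9% in these data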;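 further: uninfected addAB+ strain grown without phage in ampicillin broth; 0% = DMSO wells and 100% = ciprofloxacin 0.95 µg/ml wells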
Tat export inh = blocks Tat-dependent protein export in E. coli; E. coli MC4100 TorA-mCherry Tat export, fluorescence; inhibition, % at 10 µM; 0.036% of 340,000 active;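 active means mean replicate inhibition at least 50% and at least half of replicates individually reaching 50%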;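 further: exported cargo escapes ClpAP degradation while cytoplasmic cargo is degraded and loses fluorescence; 0% = median of neutral control wells and 100% = median of NaSCN control wells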
The depositor's hits bear a star; x = no result given. Not a hit list. Share with any hit: about 2.2%.

SMILES	AddAB inh	PKA-R1A activ	SUMO Mot1 rescue	PfHsp90 yeast 2	OPRM1-OPRD1 ag	MOR-DOR inv ag	HTR5A inv ctr	phage Ecoli inh	PKA-R2B activ	Ecoli viability	Tat export inh
CCOC(=O)C1CCCN(c2cc(=O)n(-c3ccccc3Cl)c(=O)[nH]2)C1 (stereo unspecified)	-1.3	1	91	12	-0.9	5	-3	3.9	3	0.7	-7
COCCn1c(C)cc(C2=NNC(=Nc3ccc(F)cc3)SC2)c1C	1.7	-2	30	-47	2.2	-12	7	-1.2	-3	-0.8	8
CCOC(=O)C1=C(CNC(C)(C)CC(C)(C)C)NC(=O)NC1c1cccc([N+](=O)[O-])c1 (stereo unspecified)	-0.3	-5	11	12	6.9	-36	-22	-1.2	2	-1.6	11
CC(=O)Nc1ccc(NC(=O)CSc2nc3ccccc3nc2N2CCC(C)CC2)cc1	1.2	10	8	39	-1.9	12	6	-0.4	-7	-0.4	-4
Cc1cc(SCC(=O)N/N=C/c2ccc(O)c(O)c2O)c(C)cc1Br	16*	-1	15	x	4.5	-22	-2	17*	9	18*	3
O=C(Nc1c(-c2ccccc2)nc2ccccn12)c1cccs1	0.0	3	5	x	-1.5	8	9	2.5	-2	2.6	0
Cc1noc(C)c1-c1csc(N2CCC(C(N)=O)CC2)n1	1.9	4	274	x	-2.1	12	-22	1.6	7	1.7	3
CCCC(=O)NC(C)c1nc2ccccc2n1C(C)C (stereo unspecified)	-0.2	2	3	17	-0.3	2	-12	4.2	10	1.1	3
COc1ccc(-c2cc(C(=O)N3CCN(c4ccccc4O)CC3)c3ccccc3n2)cc1OC	-3.3	-8	-8	-5	1.1	-6	2	1.7	-10	-4.4	11
COc1cc(C(=O)Oc2ccc3ccc(O)cc3c2)cc(OC)c1OC	2.9	4	1	-21	3.8	-18	5	1.0	-1	-0.9	-1
Cc1ccc(CN2CCC(n3nccc3NC(=O)C3CCOC3)CC2)cc1C (stereo unspecified)	-2.4	4	-4	25	-3.1	17	-5	2.5	13	0.0	4
CC/C(=C/c1ccccc1)c1cccc2[nH]c3c(OC)cccc3c12	0.9	-6	546	-1	2.2	-12	-5	3.4	-5	1.9	4
COc1ccc(NS(=O)(=O)c2ccc(N3CCCC3)c(N)c2)cc1	4.0	-5	-13	18	0.9	-5	1	1.4	2	1.4	-4
CCN1CCc2c(OCc3ccc(C(=O)OC)o3)cccc2C1=O	0.0	-17	-13	31	-2.5	12	-2	2.9	-5	-1.1	0
COc1ccc(S(=O)(=O)Nc2ccc(N(C)C(C)=O)cc2)cc1	0.0	-8	-11	7	-3.0	15	-1	-0.8	-6	0.3	-2
O=C1C(=O)N(Cc2ccccc2)C(c2cccc(O)c2)/C1=C(\O)c1ccc2c(c1)OCCO2 (stereo unspecified)	1.0	-5	-19	-88	0.3	-1	-10	-0.3	-6	-2.5	3
COc1ccc(Oc2ccc(N/C=C/C(=O)C(C)(C)C)cc2)cc1	0.2	-6	187	x	0.7	-5	-10	2.7	-18	1.1	-9
Cc1ccc(C(=O)c2c[nH]c3c(F)cc(F)cc3c2=O)cc1	1.1	-4	x	-12	-3.8	17	8	4.2	-4	-1.1	-3
Cc1ccc(S(=O)(=O)N(C)C)cc1NC(=O)c1ccc2ccccc2n1	-0.3	-4	-13	-16	-2.8	15	3	3.8	-2	1.1	-8
C#CCNC(=O)C1=C[C@H](c2ccc(C(F)(F)F)cc2)C[C@H](OCc2ccc(CO)cc2)O1	1.1	4	45	17	-2.2	13	5	-0.1	3	0.2	6
O=c1nc(Nc2ccc(OCc3ccccc3)cc2)sc2ncccc12	0.8	4	-4	1	-3.3	16	-7	-0.8	-2	2.5	-7
Cc1noc(C)c1COc1ccc(C(=O)Nc2ncccc2O)cc1	-0.9	-1	-8	-3	-0.9	4	-6	4.5	0	-0.4	8
CCOC(=O)C(CC)Sc1ccc2nnc(CCNS(=O)(=O)c3ccccc3)n2n1 (stereo unspecified)	0.8	2	-23	0	-1.6	8	9	5.2	-13	2.0	-2
CCOC(=O)c1cc2ccc3ccccc3c2s1	1.6	-9	20	0	5.5	-33	-3	1.9	-9	-0.1	-2
COc1cc(OC)cc(C(=O)NNC(=O)CCOc2ccccc2OC)c1	2.3	-6	x	3	-3.8	14	-8	1.1	-17	1.2	-1
(more compounds)
SMILES	AddAB inh	PKA-R1A activ	SUMO Mot1 rescue	PfHsp90 yeast 2	OPRM1-OPRD1 ag	MOR-DOR inv ag	HTR5A inv ctr	phage Ecoli inh	PKA-R2B activ	Ecoli viability	Tat export inh
CCOC(=O)C1(Cc2cccc(OC)c2)CCN(Cc2cccnc2)CC1	1.9	2	-7	12	-0.2	1	-2	4.6	-10	0.0	4
COc1ccc(NC(=O)NNC(=O)COc2cc(C)c(Cl)c(C)c2)c(OC)c1	-0.3	-8	0	-8	-1.3	7	-15	1.1	-2	-0.6	-1
O=[N+]([O-])c1cc([N+](=O)[O-])c(Oc2cccnc2Br)cc1NN1CCCCC1	3.1	9	161	-3	-3.0	16	6	2.3	-3	-1.2	-3
OCC[C@H]1C[C@H](O)[C@@H](O)[C@]2(OCCc3ccccc32)O1	5.0	-1	-7	13	-3.0	17	-15	1.4	-1	0.8	-51
CCSc1n[nH]c(=O)[nH]c1=O	-0.3	8	2	x	-0.1	1	-16	1.9	3	-1.1	-20
Cc1ccc2nc(-c3ccc4c(c3)OCCO4)cc(C(=O)O)c2c1	2.6	3	-20	-16	-2.2	13	-17	0.3	4	0.4	-7
COc1ccc(Cl)cc1N(CC(=O)NC(C(C)C)C(C)C)S(C)(=O)=O	2.0	-3	13	-6	-3.3	17	15	1.5	-10	-0.7	-3
Cc1ccccc1-c1cc(C(=O)N2CCCC2)c2ccccc2n1	-0.6	0	-1	-4	-0.8	4	14	2.6	4	-1.5	2
CCOC(=O)c1sc2nc(SCC#N)n(CCCN3CCCC3=O)c(=O)c2c1C	-0.7	9	x	-10	-0.7	4	-7	1.5	-8	-0.5	-3
O=C(Cc1ccccc1)Nc1nc(=O)c2ccccc2s1	6.3	6	-4	x	-0.1	0	15	3.0	-2	3.9	-10
O=C(CSc1ccc([N+](=O)[O-])cn1)Nc1ccc(N2CCOCC2)c(Cl)c1	3.2	-3	-15	16	0.8	-4	-31	3.1	-10	0.2	-5
Cc1cccc(NC(=S)NC23CN4CN(CN(C4)C2)C3)c1	3.9	-3	12	-71	-2.3	12	10	1.2	12	2.9	-9
C=CCC[C@@H](Cc1ccc(F)cc1)C(=O)OC[C@@H](NC(=O)[C@@H](CC=C)CC(=O)N[C@@H](CO)Cc1ccccc1)C(C)(C)C	1.2	2	22	9	-1.6	8	-7	3.5	-3	-2.5	4
CN(C)CCC(C(=O)c1ccccc1)c1ccccn1 (stereo unspecified)	x	3	x	-6	-2.2	11	-6	x	-3	x	2
CCNC(=O)COC(=O)/C=C/c1cccc(F)c1	2.4	0	-5	-21	-2.1	11	-18	2.7	-12	1.3	-5
C/C(=N/NC(=O)CNS(=O)(=O)c1ccc(C)cc1)c1cccc([N+](=O)[O-])c1	2.1	4	-20	10	-0.8	5	-5	5.9	-7	-1.1	8
Cc1cc(C(=O)N2CCN(c3ncccn3)CC2)nn1C	0.4	-1	-13	6	-2.7	13	-2	0.9	-8	-0.2	-7
Cc1ccc(N2CC(C(=O)NC3CC3)CC2=O)cc1 (stereo unspecified)	3.3	-6	-5	-31	-1.8	11	-21	1.0	-3	-2.5	-5
CN(C)c1ncnc2[nH]ncc12	x	2	x	16	0.0	0	-16	1.3	-10	x	-2
CCN(CC)CCn1c(N)cc(=O)[nH]c1=O	0.2	-4	1	8	-1.4	6	-28	3.6	-13	1.9	13
Nc1cc(C(=O)OCC(=O)NC(c2ccccc2)c2ccccc2)ccc1Cl	-0.2	-6	x	-1	4.6	-26	14	3.4	4	0.4	-7
Cc1cccc(NC(=O)c2ccc([N+](=O)[O-])o2)c1C	2.8	7	5	-16	6.7	-32	-11	4.4	6	3.2	-6
CSc1nnc(-c2ccco2)n1-c1ccccc1	2.2	5	-5	-9	-1.5	6	0	4.0	6	1.0	-8
CC(C)N1CCN(Cc2coc3ccccc3c2=O)CC1CCO (stereo unspecified)	5.0	-10	2	-8	0.6	-4	19	2.0	10	-0.3	-2
O=C(COC(=O)c1cccnc1Cl)NC(=O)c1ccc(OC(F)F)cc1	1.2	8	-3	-6	-3.2	12	9	1.3	-7	-0.1	-1
(cont.)
SMILES	AddAB inh	PKA-R1A activ	SUMO Mot1 rescue	PfHsp90 yeast 2	OPRM1-OPRD1 ag	MOR-DOR inv ag	HTR5A inv ctr	phage Ecoli inh	PKA-R2B activ	Ecoli viability	Tat export inh
COc1ccc(C(=O)Nc2ccc(C(=O)OCC(=O)c3ccccc3)cc2)cc1	1.3	6	8	-5	2.0	-11	-3	1.4	0	-0.6	5
Cc1ccc(C(=O)N/C(=C\c2ccco2)C(=O)N2CCOCC2)cc1C	5.8	2	10	11	2.7	-11	16	1.2	6	2.5	3
CN(C)Cc1nc2ccccc2c(=O)n1Cc1nc(-c2cccc([N+](=O)[O-])c2)cs1	1.5	-2	6	32	1.7	-8	18	-2.0	-2	-1.4	1
N#Cc1c(N)n(C2OC(CO)C(O)C2O)c2ncnc(N)c12 (stereo unspecified)	x	3	x	-33	-0.3	1	20	2.3	-3	x	2
O=S(=O)(Nc1nc2ccccc2nc1Cl)c1ccc2ccccc2c1	0.8	1	x	-40	-2.4	13	-7	-1.6	-1	0.3	4
O=C(/C=C/c1ccco1)Nc1ccccc1N1CCCC1	3.3	-7	2	7	-1.2	6	16	0.6	-8	-0.5	5
CC(C)Sc1nc2c(c(=O)n(C)c(=O)n2C)n1Cc1ccc(Cl)cc1	4.0	8	-13	-42	12	-70	-26	0.2	-1	1.9	21
CCCNS(=O)(=O)c1ccc2c(c1)CCCN2C(C)=O	3.8	-1	-8	29	-2.1	12	-17	1.1	4	3.6	-5
COc1cc(CNc2ccccc2Oc2cc(=O)n(C)c(=O)n2C)cc(OC)c1OC	4.3	-7	-16	-7	-0.6	3	-34	0.3	-1	-0.5	-1
Cn1nc(C(=O)NNC(=O)CCc2ccccc2Cl)c2ccccc2c1=O	-0.7	0	-3	-12	-0.7	5	-3	3.1	-10	1.1	13
Cc1ccc(CSCC(=O)N/N=C/c2ccc(OCC(=O)Nc3ccc(C)cc3)cc2)cc1	4.1	-9	6	-4	-0.5	3	-6	2.5	-6	1.3	0
CCCC(CCC(=O)Nc1cc([N+](=O)[O-])ccc1O)C(=O)O (stereo unspecified)	-0.2	-6	3	-18	-3.3	16	-15	4.3	1	-1.2	-9
S=c1[nH]c2ccccc2n1CCOc1ccccc1	4.7	-2	-1	8	1.9	-9	3	-0.6	9	1.7	-8
COn1c(-c2ccc(Cl)cc2)nc2ncccc21	-1.7	-1	3	-4	0.2	-1	-23	3.3	5	-1.4	1
O=C(CCc1ccc(S(=O)(=O)N2CCOCC2)cc1)Nc1ccc2ccccc2c1	-0.2	-2	x	10	1.0	-5	2	3.2	-8	-1.4	3
